Compound activity as filed in PubChem.
SUMO Mot1 rescue = inhibitors of SUMOylation pathway: yeast Mot1-301 growth rescue. S. cerevisiae Mot1-301 growth rescue, ATP luminescence, 38.5C; percent above DMSO median, 100 means doubled. growth rescue, % at 18.8 µM. actives 1% (n = 320,000). AID 2716;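 active means every valid replicate shows activation above 250% relative to neutral control wells; inactive means the rest, any valid replicate at or below 250%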;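 further: OY570 slx delta 5 strain wells were the positive control but not used for scaling; some compounds called inactive have numbers as strong as hits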
phage Ecoli inh = E. coli growth loss with phage present; actives 0.26% (n = 360,000); AID 651602; growth absorbance; inhibition, % at 11.9 µM; in the data active means inhibition above about 11%
HTR5A inv ctr = inverse agonist of human HTR5A in OPRM1-OPRD1 counter-screen. P47898. HTR5A cell line, luminescence, inverse agonism. inhibition, % at 9.3 µM. actives 0.083% (n = 340,000); in the data active means inhibition mostly above about 23%, no sharp cut-off; inactive means mostly below about 18%;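 further: 0% = cells with DMSO and 100% = no-cell wells with DMSO; some compounds called inactive have numbers as strong as hits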
PKA-R1A activ = activates the PKA-R1A holoenzyme complex; P00514+P68181; PKA-R1A dissociation, Cy5-IP20 fluorescence polarization; scaled: DMSO 0%, 113 µM cGMP 100%; activation, % at 11.4 µM; actives 0.083% (n = 340,000); AID 504707;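 active means percent activation above the mean of all tested compounds plus 3 SD, cut at about 19% in these data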;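 further: higher means more PKAc released from R1A so a rise in polarization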
PfHsp90 yeast 2 = reduces growth (ATP signal) of yeast expressing P. falciparum Hsp90 | S. cerevisiae expressing PfHsp90, BacTiter-Glo ATP, 48 h; yeast lacking PDR1 and PDR3 efflux regulators | inhibition, % at 9.4 µM | actives 0.32% (n = 310,000) | AID 504621;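 active means every replicate shows inhibition above about 80%, whatever the replicate mean, limit read from the data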;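 further: 0% = DMSO neutral controls and 100% = 20 µM radicicol positive controls; yeast relying on Plasmodium falciparum Hsp90 in place of its own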
HTR5A ag ctr = HTR5A agonism, opioid heterodimer counter-screen | activation, % at 9.3 µM | AID 504692 | HTR5A agonist assay, luminescence, cell-based | actives 0.61% (n = 340,000) | P47898; in the data active means activation mostly above about 9.5%, no sharp cut-off; inactive means mostly below about 7.6%;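 further: 0% = cells with vehicle only and 100% = reference agonist; strong numbers were not always called active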
Ecoli viability = counter-screen for AddAB inhibitors: E. coli growth inhibition; E. coli V3065 growth, OD600 absorbance, 18 h; inhibition, % at 11.9 µM; actives 0.27% (n = 330,000);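 active means inhibition above the campaign's mean inhibition across all tested compounds plus 3 SD, cut at about 9.9% in these data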;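 further: uninfected addAB+ strain grown without phage in ampicillin broth; 0% = DMSO wells and 100% = ciprofloxacin 0.95 µg/ml wells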
AddAB inh = less growth of phage-infected E. coli with AddAB; E. coli expressing H. pylori AddAB, absorbance growth; inhibition, % at 11.9 µM; actives 0.29% (n = 330,000); in the data active means inhibition above about 12%;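 further: 0% = vehicle wells of infected cells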
OPRM1-OPRD1 ag = OPRM1-OPRD1 heterodimerization agonism. activation, % at 9.3 µM. cells, luminescence. actives 0.3% (n = 340,000). P35372+P41143; in the data active means activation above about 18%;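 further: 0% = vehicle-treated cells and 100% = reference agonist; values of inactives mirror those of a sister screen read the other way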
Target sequence (P35372 whole entry, looked up): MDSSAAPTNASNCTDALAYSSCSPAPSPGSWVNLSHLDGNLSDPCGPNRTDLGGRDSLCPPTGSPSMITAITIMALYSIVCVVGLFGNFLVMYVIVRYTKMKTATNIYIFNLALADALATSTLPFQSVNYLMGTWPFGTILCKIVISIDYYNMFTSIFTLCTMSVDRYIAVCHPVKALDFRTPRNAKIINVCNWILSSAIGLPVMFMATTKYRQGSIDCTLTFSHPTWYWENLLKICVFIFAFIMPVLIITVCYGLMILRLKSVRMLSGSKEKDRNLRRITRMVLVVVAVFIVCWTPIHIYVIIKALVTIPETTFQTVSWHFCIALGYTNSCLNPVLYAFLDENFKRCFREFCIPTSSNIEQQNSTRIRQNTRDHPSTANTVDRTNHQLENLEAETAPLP
Target sequence (P41143 whole entry, looked up): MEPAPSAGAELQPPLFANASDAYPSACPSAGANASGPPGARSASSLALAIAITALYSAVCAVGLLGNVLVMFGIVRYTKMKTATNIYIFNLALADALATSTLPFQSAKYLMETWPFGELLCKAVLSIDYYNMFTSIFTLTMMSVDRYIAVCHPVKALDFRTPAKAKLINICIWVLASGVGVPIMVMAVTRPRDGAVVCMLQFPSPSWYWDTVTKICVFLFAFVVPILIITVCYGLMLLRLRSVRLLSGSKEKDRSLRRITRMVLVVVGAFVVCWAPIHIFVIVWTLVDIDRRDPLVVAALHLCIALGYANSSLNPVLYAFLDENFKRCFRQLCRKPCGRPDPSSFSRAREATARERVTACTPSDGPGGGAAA
MOR-DOR inv ag = inverse agonists of human mu-delta opioid receptor heterodimerization | P35372+P41143 | cell-based MOR-DOR heterodimer luminescence, inverse agonism | inhibition, % at 9.3 µM | actives 0.21% (n = 340,000) | AID 504357; in the data active means inhibition above about 22%, passing the limit was not always enough;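 further: 0% = cells with DMSO and 100% = wells without cells with DMSO; values of inactives mirror those of a sister screen read the other way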
DSG3 Ab inh = blocks pemphigus antibody binding to human desmoglein-3; P32926; DSG3-coupled beads, scFv-anti-DSG3-GFP binding, flow cytometry; stronger effect = lower value; binding (percent of control), % at 10 µM; actives 0.48% (n = 310,000); AID 588358;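 active means binding more than 3 SD below its plate's average and above zero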;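 further: hits lower antibody fragment binding to DSG3; some compounds called inactive have numbers as strong as hits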
Numbers without * were called inactive; . = not tested or not shown.

SMILES	Ecoli viability	AddAB inh	HTR5A ag ctr	phage Ecoli inh	DSG3 Ab inh	SUMO Mot1 rescue	HTR5A inv ctr	PfHsp90 yeast 2	PKA-R1A activ	OPRM1-OPRD1 ag	MOR-DOR inv ag
Cc1ccc(CNC(=O)CS(=O)(=O)CC(=O)O)cc1	-2.7	2.4	1	1.4	97	3	-15	-4	-6	-1.3	7
COc1ccc(C(=O)NC(C)c2nnc(SCC(=O)NC3CCCCC3)n2C)cc1 (stereo unspecified)	-4.2	3.9	2	3.8	107	106	-6	20	-5	-0.7	4
CCc1cccc2c(C(=O)COC(=O)c3nn(C)c(=O)c4ccccc34)c[nH]c12	-0.4	1.8	-3	1.4	155	-2	8	15	-5	3.4	-14
CCOc1ccc(-c2n[nH]c(=S)n2Cc2ccccc2)cc1	-0.8	0.8	-9	2.2	125	-13	29	7	0	-0.8	4
CSc1ccc(CNCCCN(C)C)cc1	-0.3	3.5	2	4.7	88	-2	-27	-25	7	0.9	-5
Fc1ccc(-n2c(Cn3nnc4ccccc43)n[nH]c2=S)cc1	1.8	-1.4	6	2.4	99	51	8	7	-5	-2.0	11
CC1CCC(NC(=S)NCCN(C)C)CC1 (stereo unspecified)	-1.1	0.3	1	2.6	108	-10	30	14	-10	-0.3	2
Cc1ccccc1SCC(=O)OCC(=O)N(C)c1c(N)n(Cc2ccccc2)c(=O)[nH]c1=O	-0.1	-1.8	9	2.4	100	-4	-27	-7	-1	1.9	-13
CCOC(=O)c1cc2c(=O)n3ccccc3nc2n(CCCOC)c1=NC(C)=O	-1.9	1.9	0	0.3	101	-8	-10	.	-9	-0.8	5
Cc1ccc(/C=C2/Sc3ccc(C(=O)NCCN4CCOCC4)cc3NC2=O)cc1	0.6	1.9	-1	0.2	111	-8	4	46	-12	-3.4	17
Cc1cc(C(=O)NC2CCCN(Cc3ccc(Cl)cc3)C2)no1 (stereo unspecified)	2.3	1.6	2	0.7	88	6	3	19	-10	2.6	-13
O=C1CC(c2ccc3c(c2)OCO3)c2cc3c(cc2N1)OCCO3 (stereo unspecified)	0.3	3.2	6	0.6	93	-10	10	.	-15	-3.7	17
CCOc1ccccc1NS(=O)(=O)c1ccc2c(c1)N(C)CCO2	1.4	4.4	-1	0.9	.	3	6	9	-4	-3.0	16
COc1ccc(/C=C/C(=O)OCC(=O)NC2CCCC(C)C2C)c(OC)c1 (stereo unspecified)	-1.3	2.2	0	-1.2	104	-22	-1	-26	3	3.3	-14
CCOc1ccc(NC(=O)CN(C)C(=O)c2ccc(COc3ccccc3)o2)cc1OCC	-2.7	0.3	0	0.5	118	-31	-1	.	-21	0.1	0
Cc1cc(NC(=O)CCC(=O)N(Cc2ccccc2)C(C(=O)NC2CCCC2)c2ccco2)no1 (stereo unspecified)	3.3	4.4	-4	2.0	91	6	6	-9	-1	0.4	-2
O=C(O)CNC(=O)c1ccc(NC(=O)/C(=C/c2cccc([N+](=O)[O-])c2)NC(=O)c2ccco2)cc1	-0.7	-2.1	2	-2.1	113	-9	7	-20	-13	-3.5	20
Nc1nc(CCOc2ccc(F)cc2)cs1	.	.	2	-0.6	111	.	20	8	-4	-1.9	9
COc1ccc(S(=O)(=O)Nc2cc(C(C)C)c(O)cc2C)cc1	-3.3	-1.0	-1	3.4	100	5	-15	-46	-4	-1.4	8
COc1ccc(Cl)cc1C(=O)NNC(=O)COC(=O)CC(NC(C)=O)c1ccccc1 (stereo unspecified)	-0.4	-1.2	-1	1.5	101	-8	-4	.	-2	0.7	-5
CCCCn1c(N)c(-c2nc3ccccc3o2)c2c([N+](=O)[O-])nn(CC)c(=O)c21	0.9	6.3	4	3.3	92	-12	-7	-32	6	0.8	-4
N#CC1(Nc2ccc(C(=O)O)cc2)CCCC1	.	.	0	2.1	.	.	0	-11	-5	0.5	-2
COc1cc(Cl)ccc1OCc1cc(C(=O)NCC(C)(C)N2CCOCC2)no1	.	.	5	3.2	.	.	-12	10	-3	-0.5	3
Cc1ccc(/C=N/NC(=O)c2nnn(-c3nonc3N)c2CSc2ccc(Cl)cc2)cc1	-0.1	-0.5	0	2.5	110	5	0	32	-9	4.4	-22
COc1ccccc1OC(=O)CCc1nc2ccccc2s1	-2.1	-1.0	1	2.0	102	732	7	0	-5	-0.6	3
COc1ccc(C)cc1N(C(=O)Cn1nnc(-c2ccc(C)o2)n1)C(C(=O)NC1CCCC1)c1ccncc1 (stereo unspecified)	0.4	2.6	10	0.6	113	-11	-30	24	6	-0.3	3
O=C(CN1C(=O)CCS(=O)(=O)c2ccccc21)Nc1ccc(F)cc1	0.8	3.8	-1	2.2	94	-4	-17	-13	0	-2.0	10
COc1cc(OC)c(N(C)S(=O)(=O)c2cccc(C(=O)NC(C)C3CC4CCC3C4)c2)cc1Cl (stereo unspecified)	-0.6	-0.2	0	1.2	100	-35	1	-11	-7	-1.8	10
CSc1nnc(C(C)(C)C)c(=O)n1/N=C/c1c(O)ccc2ccccc12	-1.6	2.3	3	2.9	89	2	0	-2	-18	1.7	-9
COc1ccc(C(CNC(=O)c2ccc(S(=O)(=O)Nc3ccccc3F)cc2)N(C)C)cc1 (stereo unspecified)	0.2	2.8	2	0.4	102	159	-2	-2	-2	-3.4	18
O=C(NC(=O)c1ccccc1)Nc1ccccc1	-1.7	-1.4	3	1.4	89	8	-10	-1	3	-1.3	8
CCN(CC(=O)Nc1ccc(NC(C)=O)cc1)C(=O)CSCC(=O)Nc1ccc(C)cc1	-0.4	-1.9	-5	0.1	101	-3	-21	11	-7	-1.2	6
Cn1c(=O)oc2cc(S(=O)(=O)Nc3ccc(F)cc3)ccc21	1.4	-0.7	3	1.5	90	32	-10	8	-2	-2.3	14
Cc1ccnc(NC(=O)CS(=O)(=O)c2ccccc2)c1	1.1	4.6	2	1.8	94	20	7	11	5	-0.2	1
CC(=O)Nc1ccc(C(=O)NCC(=O)OCc2ccccc2F)cc1	-1.0	-1.1	3	1.6	111	-4	20	.	0	0.5	-3
Cc1ccc(CN(Cc2ccccn2)C(=O)Nc2ccc(C)c(C)c2)cc1	-0.2	-3.0	-3	-2.1	89	61	11	-2	-5	2.5	-11
O=C(O)C1(S(=O)(=O)CCC(F)=C(F)F)CC1	1.9	0.3	0	1.7	103	-13	0	-36	-8	-2.6	14
COc1cc2c(c(OC)c1OC)-c1ccc(SC)c(=O)cc1C(NC(=O)C(F)(F)F)CC2 (stereo unspecified)	.	.	7	2.2	80	.	-27	-26	5	-2.8	12
CCN(CC)CCN1C(=O)c2ccccc2NC1c1ccc(Br)cc1 (stereo unspecified)	1.3	1.4	-3	5.4	105	-9	8	27	-8	1.6	-9
CCOC(=O)CCNC(C)C1COc2ccccc2O1 (stereo unspecified)	-2.0	2.2	-1	-1.9	.	-1	3	-12	-9	-3.1	13
CN(C(=O)CC1C(=O)NCCN1CC(c1ccccc1)c1ccccc1)C(C1CC1)C1CC1 (stereo unspecified)	0.1	0.4	7	1.2	93	-23	-34	-22	0	-1.5	8
CCN(CC)S(=O)(=O)c1cccc(NC(=O)c2cc3ccccc3o2)c1	0.1	-0.5	9	0.5	105	246	-1	-27	0	-1.0	6
COc1ccc(-c2nc(CS(=O)CC(=O)NCc3ccc(Cl)cc3)c(C)o2)cc1OC (stereo unspecified)	0.2	3.9	-1	9.2	112	3	-1	25	3	-2.3	12
NC(N)=NCCCS(=O)(=O)Nc1ccc(Nc2c3ccccc3nc3cc([N+](=O)[O-])ccc23)cc1	.	.	4	2.5	93	.	-16	2	-9	2.5	-11
COc1ccc(C(=O)Oc2c(C)occc2=O)cc1OC	1.4	2.7	4	0.2	.	1	12	14	6	-4.2	18
CCCc1nc(SCC(=O)Nc2ccc(N3CCOCC3)cc2)c2ccccc2n1	0.9	1.8	1	0.0	.	5	-13	.	-2	-2.1	11
COc1cccc2c1OCC1COc3c(c(=O)n(C)c(=O)n3C)C21 (stereo unspecified)	0.1	3.0	5	2.8	109	102	-4	-5	-1	4.7	-27
NS(=O)(=O)c1ccc(N/N=C/c2cn(-c3ccccc3)nc2-c2ccccc2)c([N+](=O)[O-])c1	-0.4	-0.2	1	-1.2	85	-23	2	14	-9	0.5	-2
CCN1CCN(c2nc3sc4c(c3c(=O)n2-c2ccc(OC)cc2)CCCCC4)CC1	-3.8	-1.3	-1	0.0	103	-1	-2	17	-6	0.2	-1
Cc1nnc(SCC(=O)N(C)c2ccccc2)n1-n1cccc1	-0.8	0.7	2	.	122	-12	-2	.	-7	-0.6	4
CCCCNS(=O)(=O)/C=C/c1ccccc1	-0.5	-0.8	-2	0.5	102	9	7	-6	3	-1.6	9
O=C(Nc1ccccc1Cl)C1CCCN1C(=O)OCc1ccccc1 (stereo unspecified)	-1.2	4.2	-2	0.4	98	59	18	9	-6	-2.5	12
CCc1nc(C)cn1S(=O)(=O)c1cc(Cl)c(OC)cc1Cl	-1.6	-2.0	-1	1.4	106	130	1	9	-5	0.1	0
O=C(NCC1CCCO1)C1c2ccccc2C(=O)N1C1CCCCCC1 (stereo unspecified)	-1.2	1.8	2	.	109	-15	-15	.	-3	-2.4	12
CCOc1ccc(-n2cc(C(=O)Nc3cccc(C)n3)c3cc(OC)c(OC)cc3c2=O)cc1	2.3	0.4	2	4.1	87	8	-23	11	1	3.1	-17
C=CCNc1nnc(SCC(=O)N2CCC(C(N)=O)CC2)s1	1.4	2.8	4	4.3	103	189	17	.	-11	-0.8	5

More results follow.
SMILES	Ecoli viability	AddAB inh	HTR5A ag ctr	phage Ecoli inh	DSG3 Ab inh	SUMO Mot1 rescue	HTR5A inv ctr	PfHsp90 yeast 2	PKA-R1A activ	OPRM1-OPRD1 ag	MOR-DOR inv ag
CN(C(=O)c1cccc(NC(=O)Cc2ccc(NC(=O)C3CCN(C(=O)C4CC4)CC3)cc2)c1)C1CCCCC1	.	.	-1	0.4	101	.	5	-20	-8	-0.2	1
CCCSC1=C(C#N)C(c2ccc(OC)cc2)C2=C(CC(C)(C)CC2=O)N1 (stereo unspecified)	-1.0	2.1	11*	2.2	112	-25	-40	-1	-7	-0.6	3
C#CCOCCOCCOCCNc1nc(N2CCN(C(=O)[C@H]([C@@H](C)CC)n3cc(CCCCN)nn3)CC2)nc(N2CCN(C(=O)[C@H](CCCCN)n3cc(CCC(=O)O)nn3)CC2)n1	-1.5	3.5	-2	3.4	107	314	-7	-8	3	-0.4	2
Cc1sc2ncn(CC(=O)NCCCOC(C)C)c(=O)c2c1S(=O)(=O)N1CCN(c2ncccn2)CC1	-1.7	-2.8	1	4.2	97	6	-2	-2	-9	-1.8	9

Rows were taken by chance, and some 3.2% of all compounds hit somewhere here.
